# KAT2A inh: GCN5L2 (KAT2A) acetyltransferase inhibition; AID 504327; GCN5L2 HAT assay, ThioGlo1 CoA-SH fluorescence; Potency, µM (top dose mostly 58.9 µM), for the others: top-dose activity change, negative = inhibition, actives largely listed as inhibitors; Q92830; hit rate 0.21% among 390,000
# Target sequence (Q92830 whole entry, looked up): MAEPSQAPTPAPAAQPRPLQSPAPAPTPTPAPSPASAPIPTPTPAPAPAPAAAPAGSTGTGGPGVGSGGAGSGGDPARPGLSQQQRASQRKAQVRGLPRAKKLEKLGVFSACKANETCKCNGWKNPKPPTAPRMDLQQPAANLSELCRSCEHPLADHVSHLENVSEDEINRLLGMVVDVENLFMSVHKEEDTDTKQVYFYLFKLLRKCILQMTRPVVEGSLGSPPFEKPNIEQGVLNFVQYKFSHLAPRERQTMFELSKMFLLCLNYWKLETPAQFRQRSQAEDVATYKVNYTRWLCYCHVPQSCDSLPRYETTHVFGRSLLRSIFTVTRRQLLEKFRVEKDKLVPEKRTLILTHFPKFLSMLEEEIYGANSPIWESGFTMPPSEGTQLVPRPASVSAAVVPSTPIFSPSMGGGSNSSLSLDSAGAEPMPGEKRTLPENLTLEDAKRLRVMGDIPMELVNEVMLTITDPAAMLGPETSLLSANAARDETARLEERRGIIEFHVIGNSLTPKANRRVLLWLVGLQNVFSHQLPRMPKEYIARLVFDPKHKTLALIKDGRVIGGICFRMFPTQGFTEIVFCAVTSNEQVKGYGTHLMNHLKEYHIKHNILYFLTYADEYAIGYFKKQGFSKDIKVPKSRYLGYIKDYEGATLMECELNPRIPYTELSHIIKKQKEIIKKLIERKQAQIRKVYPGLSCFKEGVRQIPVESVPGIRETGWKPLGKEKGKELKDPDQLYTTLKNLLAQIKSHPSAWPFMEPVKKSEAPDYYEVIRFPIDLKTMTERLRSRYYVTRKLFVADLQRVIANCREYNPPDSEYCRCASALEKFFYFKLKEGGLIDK
#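 ThioGlo1-coupled HAT assay: 20nM GCN5L2, 70uM acetyl-CoA, 75uM H3(1-25) peptide, pH 7.5. Fluorescence read at 340/540nm at start and after 20 min at room temperature.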
# FEN1 inh: human FEN1 inhibition; P39748; Recombinant FEN1 flap cleavage, fluorescence, 15 min; Potency, µM (top dose mostly 114 µM), inactives show at the top dose activity change, negative = inhibition, hits mostly inhibitors; hit rate 0.35% among 390,000; AID 588795; further: nearly all actives have a fitted effect of over 65% in size
#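 In this screen, 50 nM flap DNA substrate was added to 10 nM FEN1 pretreated with compound for 15 min at room temperature; cleavage was followed with reads at 0 and 15 min, and Hill fitting gave concentration–response parameters.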
# N370S GC mod: inhibits or activates N370S mutant glucocerebrosidase; P04062; N370S GC spleen homogenate, 4MU-glucoside fluorescence; Potency, µM (titrated, usually from 59.4 µM), without a hit: at the top dose activity change, negative = inhibition, most hits filed as inhibitors; hit rate 0.092% among 330,000; AID 2101;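 further: 0% = full enzyme activity and -100% = no enzyme basal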
# Active calls of the source: *; u = inconclusive; x = no result given; [ ] = remark or other dose. The call rests on the fitted dose curve; in most records, active means well fitted curve in the direction sought with a large enough effect; inconclusive means small, poorly fitted or top-dose-only effect, or another doubt; inactive means no such curve, though single readings can be large; an effect the other way counts as inactive or inconclusive. Unless noted, on the % scale 0 is the no-effect control and ±100 the full control effect; potency means the concentration at half of the fitted maximal effect.
KAT2A inh	FEN1 inh	compound	N370S GC mod
-8%	-6%	CCc1cccc2c(C(=O)C(F)(F)F)cn(CC(=O)N3CCOCC3)c12	2%
0%	1%	Cc1cc(C)c(NC(=O)CCc2c(C)nc3c(c(C)nn3C(C)(C)C)c2C)c(C)c1	x
-4%	-10%	CCN(CC)CCCNC(=O)Cc1ccc(NC(=O)N2CCCCc3ccccc32)cc1	x
-19%	0%	COc1ccccc1C(=O)NC1(C(F)(F)F)C(=O)Nc2c1c(=O)[nH]c(=O)n2-c1ccc(F)cc1 (stereo not given)	x
-6%	1%	Cc1cn(C)c(CC(=O)NCc2ccccc2Cl)c1C(=O)O	x
-1%	-1%	Nc1c(C(=O)CSc2nnnn2-c2ccccc2)c(=O)[nH]c(=O)n1C1CC1	x
-6%	9%	COc1cc(NC(=O)CSc2ncc(S(=O)(=O)c3ccc(Br)cc3)c(=O)[nH]2)cc(OC)c1	x
1%	-12%	O=[N+]([O-])c1cccc(S(=O)(=O)N2CCc3ccccc3C2)c1	2%
1%	0%	Cc1cccc(NC(=O)COC(=O)c2ccc3c(=O)n4c(nc3c2)CCC4)c1	21%
-2%	-7%	Cc1ccc(NC(=O)CN2CCc3ccccc3C2)cc1F	-1%
u	-11%	CCOC(=O)N1CCN(C(=O)c2ccc3c(c2)sc2nc(-c4ccccc4)cn23)CC1	-3%
-2%	-7%	Cc1ccc(NC(=O)C(=O)NCc2ccc(/C=C(/C#N)C(=O)NCc3cccnc3)o2)cc1C	10%
0%	-12%	CCCSc1cc(NCCOC(=O)CCC)c([N+](=O)[O-])c2nonc12	29%
-3%	-7%	Cc1nc2ccccc2c(=O)n1/N=C/c1cn[nH]c1-c1ccccc1	0%
-37%	-5%	CC12CC(NC(=O)N1c1cccc(C(=O)NCc3ccccn3)c1)c1ccccc1O2 (stereo not given)	-2%
-2%	-6%	COc1ccc(C(NC(=O)/C=C\c2ccco2)c2ccc(OC)c(OC)c2)cc1 (stereo not given)	6%
-19%	-2%	CCOc1cc(C#N)c(NC(=O)c2cccc(S(=O)(=O)N3CCOCC3)c2)cc1OCC	x
-7%	16%	CC(C)CC(=O)Nc1cc([N+](=O)[O-])ccc1Cl	1%
-17%	-10%	O=C(N/C(=C\c1ccco1)C(=O)N1CCOCC1)c1ccc([N+](=O)[O-])cc1	-9%
-3%	-10%	COCC(=O)Nc1ccc(S(=O)(=O)Nc2cc(C)nc(C)n2)cc1	x
-5%	-12%	COc1cc(NC(=O)C[n+]2ccc(C(=O)c3ccccc3)cc2)cc(OC)c1	x
-19%	10%	CC[n+]1c(/C=C2\C=C(C)CC(C)C2)sc2ccccc21 (stereo not given)	-1%
2%	2%	Cc1ccc(C(=O)N2CCCC(CCC(=O)NCc3ccccc3F)C2)cn1 (stereo not given)	-3%
u	-1%	CCCc1cc(=O)oc2c3c(ccc12)OCN(Cc1ccccc1OC)C3	x
0%	-6%	COc1cccc(/C=N/n2c(COc3ccccc3)n[nH]c2=S)c1	-4%
2%	-7%	O=C(c1ccccc1)N1CCCOC1c1ccccc1 (stereo not given)	19%
u	0%	CC(C)=CCN1CCN(Cc2cn[nH]c2C2CCCCC2)CC1CCO (stereo not given)	2%
2%	-9%	Cc1occc1C(=O)NNC(=S)NCC(C)C	-2%
2%	2%	O=C(CC1OC(=O)c2ccccc21)NC1CCCCC1 (stereo not given)	7%
16%	9%	COc1ccc(OC)c(-n2nnnc2SCC(=O)N2CCN(C(=O)c3ccco3)CC2)c1	-3%

# Ordered by value in N370S GC mod (low to high): 5 from the list above.
SMILES	KAT2A inh	FEN1 inh	N370S GC mod
CCOC(=O)N1CCN(C(=O)c2ccc3c(c2)sc2nc(-c4ccccc4)cn23)CC1	u	-11%	-3%
O=C(CC1OC(=O)c2ccccc21)NC1CCCCC1 (stereo not given)	2%	2%	7%
Cc1ccc(NC(=O)C(=O)NCc2ccc(/C=C(/C#N)C(=O)NCc3cccnc3)o2)cc1C	-2%	-7%	10%
O=C(c1ccccc1)N1CCCOC1c1ccccc1 (stereo not given)	2%	-7%	19%
CCCSc1cc(NCCOC(=O)CCC)c([N+](=O)[O-])c2nonc12	0%	-12%	29%

# Other results follow.
KAT2A inh	FEN1 inh	compound	N370S GC mod
2%	-1%	COc1ccc(CC(=O)Oc2ccc(Cl)cc2Br)cc1S(=O)(=O)N1CCOCC1	1%
-5%	-4%	COc1ccc(CNC(=O)CSc2nnc3c(n2)[nH]c2ccccc23)cc1	6%
-2%	-11%	O=S1(=O)CCC(NCC2CCCO2)C1 (stereo not given)	10%
1%	-16%	O=C(N/N=C/c1cccnc1)c1ccc(S(=O)(=O)N2CCCCCC2)cc1	-29%
-3%	0%	Cc1cn([C@H]2C[C@H](O)[C@@H](CCC(=O)NCCc3c[nH]c4ccccc34)O2)c(=O)[nH]c1=O	x
1%	22%	O=C(CCC(=O)N1CCOc2ccc(Cl)cc21)NCCCN1CCC(Cc2ccccc2)CC1	-11%
-5%	-10%	O=C(c1cc2c(=O)oc3ccccc3c2s1)N1CCOCC1	2%
-13%	u	NC(=O)c1sc2nc3c(c(-c4ccc(Cl)cc4)c2c1N)CCCC3	8%
5%	4%	O=C1CSC2(C(=O)N(Cc3c(F)cccc3Cl)c3ccccc32)N1c1ccc(F)c(F)c1 (stereo not given)	x
-3%	34%	O=C(NCCC1CCCCN1S(=O)(=O)c1ccc(Cl)cc1)C(=O)NCCN1CCOCC1 (stereo not given)	-6%
-8%	-4%	CCOc1ccc(NC(=O)CN(C)C(=O)c2ccc3c(c2)C(=O)N(CCC(C)C)C3=O)cc1OCC	-13%
35µM*	-25%	CC(C)CCN1C(=O)c2ccc(C(=O)Nc3ccc(Br)cc3C(=O)O)cc2C1=O	-3%
u	4%	COc1cccc2cc(C(=O)NCCN3CCOCC3)oc12	-17%
-5%	-4%	Cc1ccc(-n2c(Cn3nc(C(F)(F)F)cc3C)n[nH]c2=S)cc1	6%
-8%	-13%	COc1ccccc1-c1sc2cc3c(cc2c1C#CCO)OCO3	x

# Rewritten bar-delimited: three of the compounds above
Compound | KAT2A inh | FEN1 inh | N370S GC mod
O=C(c1ccccc1)N1CCCOC1c1ccccc1 (stereo not given) | 2% | -7% | 19%
CC[n+]1c(/C=C2\C=C(C)CC(C)C2)sc2ccccc21 (stereo not given) | -19% | 10% | -1%
Cc1cc(C)c(NC(=O)CCc2c(C)nc3c(c(C)nn3C(C)(C)C)c2C)c(C)c1 | 0% | 1% | x

# Some values from above.
# `COc1cccc2cc(C(=O)NCCN3CCOCC3)oc12` in FEN1 inh → 4%
# `O=S1(=O)CCC(NCC2CCCO2)C1` (stereo not given) in N370S GC mod → 10%

# (cont.)
KAT2A inh	FEN1 inh	compound	N370S GC mod
0%	-17%	COc1ccc(CNC(=O)CSc2ncc(S(=O)(=O)c3ccc(Br)cc3)c(=O)[nH]2)cc1	x
-2%	x	CCN(CC)CCNC(=O)c1ccc(NC(=O)c2ccc(Cl)c(S(=O)(=O)Nc3ccccc3OC)c2)cc1	u
-7%	-7%	Cc1nc(-c2ccc(S(=O)(=O)N3CCN(c4ccc(F)cc4)CC3)cc2)co1	x
-2%	4%	O=C(O)CSCC(=O)N1N=C2/C(=C/c3ccccc3)CCCC2C1c1ccccc1 (stereo not given)	2%
-1%	-1%	CCCCc1nn2c(=O)cc(COC(=O)c3ccco3)nc2s1	x
-6%	3%	O=C(CSc1nc2ccccc2c(=O)[nH]1)Nc1cccc([N+](=O)[O-])c1	2%
2%	4%	CN(C(=O)COC(=O)c1ccc(S(=O)(=O)N2CCOCC2)cc1)c1ccccc1	x
1%	1%	O=C(O)CC(NC(=O)Cc1ccccc1)c1ccccc1 (stereo not given)	-2%
-13%	1%	CCn1c(Cc2cccs2)nnc1SCC(=O)NC(C)(C)C	-7%
-2%	-16%	O=C(COC(=O)C1(c2ccccc2)CC1)N1CCN(c2ccc(F)cc2)CC1	-5%
0%	0%	CCOC(=O)N1CCN(S(=O)(=O)c2ccc(C(=O)N(CCN(C)C)c3nc4c(C)cccc4s3)cc2)CC1	9%
-10%	-1%	O=C(NCc1ccncc1)c1ccc(Oc2ccccc2)cc1	-8%
-6%	-16%	CC1CCC(Nc2ncnc3onc(-c4ccc(F)cc4)c23)CC1 (stereo not given)	x
-5%	14%	CCOC(=O)c1ccc(-n2nc(C)cc2C)cc1	0%
-17%	u	COc1cc(/C=C(/C#N)C(=O)Nc2ccccc2)ccc1OCc1ccc(C(=O)O)cc1	8%
0%	-6%	CC(NC(=O)COc1ccc(S(=O)(=O)N2CCOCC2)cc1)c1ccccc1 (stereo not given)	x
0%	-4%	COC1CCN(C(=O)c2ccc3oc(Cc4ccc(Cl)cc4)nc3c2)CC1	-1%
-14%	-6%	CC(OC(=O)Cc1coc2ccc3ccccc3c12)C(=O)Nc1ncc(Cl)cc1Cl (stereo not given)	0%
-4%	-11%	O=C(OCC(=O)N1CCOCC1)c1ccccc1OCc1ccc(Cl)cc1	x
-8%	x	CC(=O)Nc1cc2c(s1)c1cnn(Cc3ccccc3F)c(=O)c1n2C	-1%
-4%	1%	CC(C)c1nc2cc(C(=O)N3CCNC(=O)C3c3ccc(F)cc3)ccc2o1 (stereo not given)	-13%
0%	4%	C#Cc1cccc(NC(=O)C2CCN(C(C)=O)CC2)c1	0%
7%	-1%	CCOC(=O)C1=C(COC(=O)CCS(=O)(=O)c2ccc(C)cc2)NC(=O)NC1C (stereo not given)	-3%
0%	-2%	COc1cccc(C(=O)NC(=S)Nc2ccc([N+](=O)[O-])cc2C)c1	-1%
-1%	18%	CC(=O)N(CCS(=O)(=O)c1ccc(Cl)cc1)Cc1cccs1	-1%
-25%	0%	CN(Cc1ccccc1)C(=O)COc1ccc(C(C)(C)C)cc1	-10%
-2%	5%	COc1ccc(OC)c(NC(=O)CSC2=Nc3ccccc3C3=NC(CCC(=O)NCCc4ccccc4)C(=O)N23)c1 (stereo not given)	x
-8%	-2%	O=C(Nc1cccc(S(=O)(=O)N2CCOCC2)c1)c1cnn2c(C(F)F)cc(-c3ccccc3)nc12	0%
-8%	14%	CC(=O)Nc1ccc(/C=C/c2nc(-c3ccccc3O)n(-c3ccccc3)n2)cc1	x
-4%	-6%	CC(=O)c1cccc2c(O)c(C3=Nc4ccccc4C3=O)[nH]c12	-4%
33%[activator]	-4%	CCCN(CCC)c1c([N+](=O)[O-])c(=O)oc2ccccc12	1%
-7%	-1%	Cc1cccc(OCCC(=O)Nc2ccc(C)c(S(=O)(=O)N3CCOCC3)c2)c1	x
15%	-5%	CN(Cc1nc(-c2cnccn2)no1)Cc1n[nH]c2c1CCCC2	0%
-3%	-2%	CCOC(=O)N1CCN(c2c(NCCc3ccc(C)cc3)c(=O)c2=O)CC1	-1%
-9%	x	N#CC1=C(Nc2ccccc2)SC=C(c2ccc(F)cc2)N=C1N1CCOCC1	-3%
-4%	-1%	CCOc1ccc(S(=O)(=O)NCC2CCCO2)c2ccccc12 (stereo not given)	6%
-16%	-13%	COc1ccc(C(NC(=O)c2cccc(F)c2)c2ccccc2)cc1 (stereo not given)	8%
-2%	29%	COC(=O)c1sc(NC(=O)CSc2nnc(Cn3nnc4ccccc43)n2C)nc1C	5%
1%	-3%	Cc1oc2ccc(O)cc2c1C(=O)OC(C)C	8%
u	12%	Cc1ccc(C(=O)NCc2ccc3c(c2)OCO3)o1	0%
-8%	6%	COc1ccccc1CC(=O)Nc1ccc(-c2noc(COc3cccc(C)c3C)n2)cc1	18%
-4%	-10%	O=C(NCc1cn2ccsc2n1)Nc1cccc(Cl)c1	10%
-1%	8%	Cc1noc(C)c1S(=O)(=O)N(C)C[C@H]1Oc2ccc(NC(=O)Cn3cnnn3)cc2C(=O)N([C@H](C)CO)C[C@@H]1C	x
-27%	-9%	Cc1ccc(-c2n[nH]c3c2C(c2ccccc2Cl)N(c2ccc(C(=O)O)cc2)C3=O)cc1 (stereo not given)	x
-4%	-5%	C=CCn1c(SCc2csc(C)n2)nc2sc3c(c2c1=O)CCCCC3	26%
-6%	13%	COc1cc(NC(=O)C2=COCCO2)c(OC)cc1Cl	-3%
-2%	-4%	COc1ccc(NC(=O)c2ccc(OC(F)F)cc2)cc1Cl	3%
-13%	-3%	CC(=O)Nc1ccc(NC(=O)c2ccccc2N(C)S(C)(=O)=O)cc1	-2%
-7%	15%	COc1ccccc1CCNC(=O)C(=O)NCC1OCCN1S(=O)(=O)c1ccc(F)cc1 (stereo not given)	-21%
-10%	-5%	CN(C(=O)CC(NC(=O)c1ccccc1)(c1ccccc1)c1ccccc1)c1ccccc1	22%
-4%	1%	O=C(NCC(F)(F)F)c1ccc(S(=O)(=O)N2CCN(C(=O)C3CCCO3)CC2)cc1 (stereo not given)	x
-3%	7%	CSC(=S)N/N=C(\C)c1ccc(Br)cc1	3%
-2%	u	CC(=O)OCCNc1cc(SCc2ccco2)c2nonc2c1[N+](=O)[O-]	2%
-15%	3%	FC(F)(F)c1nnc2c(Sc3ccccc3)nc3ccccc3n12	4%
-11%	0%	Cc1nc(-c2ccccc2OC(F)(F)F)[nH]c(=O)c1Cl	-11%
-3%	-10%	O=C(NCc1ccccc1)c1cccc(NC(=O)c2ccco2)c1	3%

# Screens (PubChem BioAssay)

# A portion of the library (hit frequency here may not be typical).
